# Assay outcomes as filed in PubChem.
# ASAP1 GAP inh = blocks human ASAP1-stimulated Arf1 GTP hydrolysis | hit rate 0.19% among 360,000 | GDP FP detection | inhibition, % at 16.5 µM; in the data active means inhibition above about 25%;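 further: 0% = vehicle with enzyme and substrate and 100% = no enzyme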
# rCAG binder = molecules binding r(CAG) RNA repeats | r(CAG) RNA repeat, TO-PRO-1 dye displacement fluorescence | hit rate 1.3% among 370,000 | inhibition, % at 3 µM;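 active means inhibition above the plate cutoff, the mean of all test compounds on that plate plus 3 SD, cut at about 35% in these data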;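 further: 0% = DMSO alone and 100% = 100 µM mitoxantrone as full dye displacement; higher means more dye released from RNA so lower well fluorescence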
# NPR1 activator = GC-A (human) enzyme activation; P16066; HEK293 GC-A cells, cGMP TR-FRET, EC30 ANP; 0% at EC30 ANP, 100% saturating ANP; activation, % at 10 µM; hit rate 0.14% among 370,000; in the data active means activation above about 40%
# Target sequence (P16066 whole entry, looked up): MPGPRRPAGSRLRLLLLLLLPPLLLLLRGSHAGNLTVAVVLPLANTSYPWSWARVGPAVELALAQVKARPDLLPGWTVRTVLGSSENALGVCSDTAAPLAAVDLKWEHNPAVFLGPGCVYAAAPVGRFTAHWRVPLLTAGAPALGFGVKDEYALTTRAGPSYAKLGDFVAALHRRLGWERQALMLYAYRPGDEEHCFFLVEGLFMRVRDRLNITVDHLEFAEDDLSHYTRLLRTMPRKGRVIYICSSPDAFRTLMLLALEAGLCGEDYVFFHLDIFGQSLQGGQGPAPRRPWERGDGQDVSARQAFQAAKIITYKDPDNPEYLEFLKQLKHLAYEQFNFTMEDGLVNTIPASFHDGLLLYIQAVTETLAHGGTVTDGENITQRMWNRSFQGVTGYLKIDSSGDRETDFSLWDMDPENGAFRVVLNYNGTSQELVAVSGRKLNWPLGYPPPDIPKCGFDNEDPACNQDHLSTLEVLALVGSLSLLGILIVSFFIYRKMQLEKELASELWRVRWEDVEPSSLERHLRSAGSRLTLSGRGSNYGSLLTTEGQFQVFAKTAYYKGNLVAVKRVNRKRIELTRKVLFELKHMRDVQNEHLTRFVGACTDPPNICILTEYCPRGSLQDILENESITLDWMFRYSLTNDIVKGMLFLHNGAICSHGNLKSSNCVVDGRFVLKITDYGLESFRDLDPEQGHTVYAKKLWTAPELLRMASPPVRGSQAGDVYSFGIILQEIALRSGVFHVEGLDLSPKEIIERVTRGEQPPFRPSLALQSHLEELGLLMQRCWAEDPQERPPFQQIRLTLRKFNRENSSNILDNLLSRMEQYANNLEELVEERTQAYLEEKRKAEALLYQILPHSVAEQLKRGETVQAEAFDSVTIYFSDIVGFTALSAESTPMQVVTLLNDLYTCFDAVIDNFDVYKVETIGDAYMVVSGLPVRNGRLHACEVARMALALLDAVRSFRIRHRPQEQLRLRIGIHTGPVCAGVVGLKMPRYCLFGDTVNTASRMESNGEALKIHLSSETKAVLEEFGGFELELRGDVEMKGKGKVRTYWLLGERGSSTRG
# NPR2 activator = GC-B (human) receptor activation; hit rate 0.11% among 370,000; activation, % at 10 µM; HEK293-GC-B cells, CNP EC30, cGMP TR-FRET; 0% at EC30 CNP, 100% saturating CNP;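 active means activation at 10 µM reaching about 35% in either raw or pattern-adjusted values, limit read from the data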
# GAA850 FXN act = increases GAA850 frataxin promoter reporter activity | HEK293 lucGAA850 FXN promoter luciferase reporter, 24 h; percent of 10 µM SAHA response | activation, % at 6 µM | hit rate 0.56% among 360,000;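 active means activation above the average of all compounds screened plus 3 SD, cutoff fixed separately per campaign, cut at about 7.5% in these data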;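 further: 0% = DMSO wells and 100% = 10 µM SAHA wells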
# HGIII-sPLA2 inh = Inhibits HGIII-sPLA2 liposome hydrolysis, primary screen. hit rate 0.56% among 370,000. Q9NZ20. inhibition, % at 12.2 µM. QFRET BODIPY PC-A2 liposome hydrolysis, fluorescence. AID 743126;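 active means inhibition above mean plus 3 SD of compounds lying within the high and low control bounds, cut at about 19% in these data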;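 further: 0% = median of test compound wells and 100% = no enzyme DMSO wells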
# ARFGAP1 inh = rat ARFGAP1 inhibition; inhibition, % at 16.5 µM; hit rate 0.26% among 360,000; Q62848; AID 651572; Arfgap1-stimulated ARF1 GTP hydrolysis, GDP FP detection;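 active means inhibition above a per-plate limit, mean inhibition of low control wells plus 3 SD, cut at about 25% in these data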;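 further: 0% = DMSO wells with enzyme and 100% = wells lacking Arfgap1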
#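 Material – truncated rat Arfgap1 GAP domain · Buffer or medium – HEPES-based buffer, pH 7.5 · Reagent – human ARF1(Δ1-17)-GTP substrate · Dosing – 16.5 µM single point, 1.26% DMSO · Schedule – GTP hydrolysis reaction 2 h at 25 °C · Technique – GDP detection by fluorescence polarization · Benchmarks – No-Arfgap1 wells (100%) versus DMSO full-reaction wells (0%) · Repeats – single replicate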
# proKLK7 act = activators of human kallikrein-7 zymogen | hit rate 0.9% among 370,000 | purified proKLK7, EDANS-DABCYL substrate fluorescence; 100% is mature enzyme control, 0% vehicle | activation, % at 7 µM | P49862;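 active means activation above the mean of all tested compounds plus 3 SD, computed per campaign excluding outliers beyond control limits, cut at about 13% in these data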
# DDE Tn6 FP inh = inhibitors of Tn6 peptide binding to human fibrin DD(E) | P02675 | Fibrin DD(E) TRITC-Tn6 fluorescence polarization displacement | inhibition, % at 8.3 µM | hit rate 0.21% among 370,000 | AID 720509;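 active means inhibition above a per-campaign cutoff: mean of compounds within control limits plus 3 SD, cut at about 15% in these data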;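 further: 0% = median of all compound wells on the plate and 100% = blocking peptide control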
# ADAM10 inh = inhibits human ADAM10. O14672. recombinant ADAM10, EDANS/DABCYL FRET peptide cleavage, 3 h. inhibition, % at 7 µM. hit rate 0.62% among 370,000;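 active means inhibition above a per-campaign cutoff equal to the mean of compounds falling between control-based bounds plus 3 SD, cut at about 20% in these data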;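 further: 0% = DMSO wells while the 100% control is not disclosed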
# An asterisk follows results filed as active; . = no result given.
SMILES,ASAP1 GAP inh,rCAG binder,NPR1 activator,NPR2 activator,GAA850 FXN act,HGIII-sPLA2 inh,ARFGAP1 inh,proKLK7 act,DDE Tn6 FP inh,ADAM10 inh
Cc1cc(C(C)(C)C)oc1C(=O)N(CC(=O)NC1CCCC1)c1ccc(F)cc1,-12,-11,0,1,2.7,-4,2,0.2,7,-3
COc1ccc(CC(=O)NCc2nc(-c3ccccc3)no2)cc1,-10,-3,6,-1,1.8,-6,6,-0.2,3,3
Cc1ccc(S(=O)(=O)Nc2cccc(C(=O)NCC(c3ccc(F)cc3)N3CCOCC3)c2)cc1 (stereo not given),-3,5,1,1,-1.1,-16,-11,0.3,2,-4
CCCC[C@H]1COCCS(=O)(=O)N1Cc1cccc(F)c1,0,-9,-2,-7,0.2,3,-5,0.1,-2,10
CC(C)(C)OC(=O)N1CCC(C(=O)N2CCCCCC2)CC1,-8,-5,2,8,0.9,-4,0,0.3,-4,6
OCCNCCOc1ccccc1-c1ccccc1,9,2,-7,1,1.0,6,11,0.5,8,7
Cc1ccc2oc(C(=O)N(Cc3ccncc3)CC3CCCO3)c(C)c2c1 (stereo not given),5,-6,-1,-12,4.6,1,2,0.1,1,-4
O=C(OCCN1C(=O)c2ccccc2C1=O)c1ccco1,-3,-1,1,-2,-1.5,0,-5,-0.1,10,1
Cc1ccc(OCC(O)CN2CCN(c3ccc(C)cc3)CC2)cc1 (stereo not given),-2,-11,3,-1,-0.5,5,7,0.3,9,-1
COc1ccccc1CNC(=O)N(CCc1c(C)[nH]c2ccccc12)Cc1cccs1,.,8,-9,-6,.,-39,.,-0.1,2,-3
CCOc1ccc(C(=O)N[C@H](C(=O)N2CCN(c3ncccn3)CC2)C(C)C)cc1,4,-3,0,1,-3.3,-3,-13,-0.5,1,-7
CC1CC(C)CN(C(=O)COC(=O)c2cc([N+](=O)[O-])ccc2N2CCOCC2)C1 (stereo not given),3,-6,10,11,3.0,5,0,-0.6,-5,7
CC(OC(=O)CCN=C1NS(=O)(=O)c2ccccc21)C(=O)Nc1ccc(S(N)(=O)=O)cc1 (stereo not given),-7,4,2,3,1.7,6,-6,0.1,0,-2
Cc1cc(C)n2c(SCC(=O)Nc3ccccc3)nnc2n1,11,-2,-2,-1,2.1,0,7,0.3,2,-4
O=C1C=C(c2ccc(CO)cc2)C[C@@H](c2ccc(F)cc2)C1,0,1,3,-4,1.1,-8,-7,0.3,9,-2
C[C@H]1CNC(=O)C(=O)N1C[C@H](Cc1ccc(O)cc1)NC(=O)CC12CC3CC(CC(C3)C1)C2,4,-2,1,0,1.7,0,-1,-0.2,-1,-3
CC(=O)N1CCN(c2ccc(C(N)=O)cc2[N+](=O)[O-])CC1,-2,1,0,-3,1.2,6,11,0.3,0,6
COC(=O)c1c(NC(=O)Cc2ccccc2)sc(C)c1C,-1,2,4,-8,3.1,-5,11,0.1,-1,1
COC(=O)c1cccc(COC(=O)c2ccccc2NC(=O)c2ccco2)c1,6,-1,-1,1,0.0,-3,-5,-0.5,8,-13
Cc1ccc(/C=[N+](\[O-])c2ccc(N(C)C)cc2)c2nsnc12,-55,5,-22,-36,5.6,0,-63,-0.1,-3,2
CC(C)CNC(=O)c1ccc2c(c1)C(=O)N(Cc1ccco1)C2=O,-11,-2,2,3,1.2,7,-1,0.0,-1,-5
FC(F)(F)c1ccc(Cn2ccc3ccc(-c4ccc5ccn(Cc6ccc(C(F)(F)F)cc6)c5c4)cc32)cc1,.,12,2,1,.,2,.,-6.8,1,-19
CCCCCCCCNCCS(=O)(=O)NN1CCOCC1,1,1,2,-5,-0.4,3,-3,-0.1,3,7
COCCCC1CCN(C(=O)C2CCC(=O)N(C3CCCC3)C2)CC1 (stereo not given),-15,-9,2,5,1.4,7,11,-1.0,0,-6
CCN(CC)S(=O)(=O)c1ccc(N2CCOCC2)c(NC(=O)C2COc3ccccc3O2)c1 (stereo not given),-12,2,2,0,2.2,-8,10,-0.2,-5,-2
S=C(N/N=C1\CCc2ccccc21)NC1CCCCC1,2,0,7,12,-3.6,6,-9,-0.3,-3,-3
COc1ccc(C(C(=O)Nc2ccc3c(c2)OCCO3)n2c(=O)c(-c3ccco3)nc3ccccc32)cc1 (stereo not given),0,23,-3,-1,.,14,-2,-1.9,5,-10
O=C(NC1CCCCC1)c1ccc(COc2ccccc2)o1,-8,-2,3,4,0.0,2,5,-0.5,-1,-1
C=CCn1c(=O)/c(=C/c2cc(OC)c(OC)c(OC)c2)s/c1=C(/C#N)c1nc2ccccc2n1C,-4,2,3,8,3.6,-1,2,-0.7,1,8
CCOc1ccc(C(CC(=O)O)NC(=O)c2cccs2)cc1 (stereo not given),5,1,0,-3,-0.8,2,-3,-0.2,3,2
Cc1ccc(-c2cc(C(=O)NN=Cc3c4ccccc4cc4ccccc34)[nH]n2)cc1C,.,16,-6,5,.,5,.,-3.0,-5,-10
O=C(COc1ccc(-c2nnc(N3CCCCC3)c3ccccc23)cc1)N1CCCCC1,-1,-8,-2,4,2.5,-11,5,0.4,3,6
Cc1cc([N+](=O)[O-])nn1CC(=O)Nc1cccc2nonc12,-17,14,-2,7,0.5,-4,2,2.5,1,-13
CCc1ccccc1NC(=O)CN1CCN(CC(=O)NCc2ccc(Cl)cc2)CC1,4,-5,0,1,0.2,-12,-6,0.2,-4,2
COc1ccc([C@@H]2CC=C(C(=O)O)[C@H](c3ccc(C)cc3)N2S(=O)(=O)c2ccc(C)cc2)cc1OC,-17,40*,-2,1,0.0,2,-14,0.8,0,-8
COCC(C)n1c(C)cc(C(=O)COC(=O)CN=C2NS(=O)(=O)c3ccccc32)c1C (stereo not given),12,-1,1,3,-0.9,-5,3,-0.5,0,-3
O=C(CCNS(=O)(=O)c1ccccc1)OCC(=O)c1ccc(Cl)cc1,-13,1,1,4,0.8,-9,-5,-0.4,0,-4
COCCn1c(SCC#N)nnc1-c1ccc([N+](=O)[O-])cc1,-14,-2,-2,0,-1.8,-2,-2,0.1,-7,2
O=C(CSc1nnc(CNc2ccc(F)cc2)n1CC1CCCO1)Nc1ccccc1 (stereo not given),-7,0,0,0,-1.2,6,3,-0.1,1,-13
CC(C)c1ccccc1NC(=S)NC1CCN(Cc2ccccc2)CC1,15,-10,1,7,0.1,17,10,-0.2,-7,-1
O=C(O)CCSc1nnc(SCC(=O)NC2CCS(=O)(=O)C2)s1 (stereo not given),-5,-3,0,-1,2.4,9,-16,0.2,8,-10
COC(=O)c1c(NC(=O)/C=C/C(=O)O)sc(C)c1-c1ccc(C)cc1,-10,21,7,2,2.1,1,-8,0.2,3,-10
C[C@H](CO)N1C[C@H](C)[C@@H](CN(C)S(=O)(=O)c2ccc(F)cc2)Oc2c(NC(=O)Nc3ccc(C(F)(F)F)cc3)cccc2C1=O,-9,5,1,0,-5.5,-15,-5,-0.4,-5,14
COc1ccc(S(=O)(=O)c2ccc(OCC3CO3)cc2)cc1 (stereo not given),9,-2,2,6,0.3,-6,3,0.1,2,-2
COc1ccc(/C=N/N2CCN(C)CC2)cc1OC,-5,-5,1,0,3.0,10,6,0.7,2,-3
Cc1cc(=O)n2[nH]c(N)c(N=Nc3ccccc3)c2n1,-9,6,-9,-6,1.3,-2,-4,-0.1,-3,7
S=C(NCc1ccccc1)N/N=C/c1cccs1,-16,-1,5,-3,2.3,8,-13,0.4,-2,3
Cc1onc(-c2ccccc2)c1C(=O)N/N=C(\N)COc1ccc(Cl)cc1,5,9,-5,-2,-0.5,4,-2,0.6,6,9
CC(=O)c1ccc(N(CC(=O)NC2CCCC2)C(=O)CCC(=O)Nc2cc(C)on2)cc1,0,-3,-14,3,1.6,7,6,0.0,-2,0
CN(C)c1ccc(/C=C(/NC(=O)c2ccccc2Cl)C(=O)NCCN2CCOCC2)cc1,4,-6,-14,-2,2.2,-8,-2,1.7,4,-3
Cn1cccc1C(=O)OCC(=O)NCCCc1ccccc1,-6,1,1,0,-1.9,-5,-7,-0.4,5,-7
CCOC(=O)CSc1nnc(NC(=O)c2ccco2)s1,-4,4,-1,-2,1.5,-1,9,0.1,-2,9
COc1ccc(C(=O)C[n+]2cccc(C)c2C)cc1[N+](=O)[O-],-9,1,2,2,0.0,2,4,-0.9,-8,-2
CC(OC(=O)/C=C/c1ccco1)C(=O)NC1CCCCC1 (stereo not given),5,8,0,-1,1.8,0,-9,-0.3,6,-13
Cc1ccc(-n2c(SCC(=O)Nc3cccc4ccccc34)nnc2-c2cccs2)cc1,.,5,-2,0,.,-2,.,-0.2,-1,6
O=C(CSc1nnc(CNC(=O)c2cccs2)o1)c1ccc(Cl)cc1,7,2,4,-3,-1.1,-26,-6,0.0,4,8
CCOC(=O)/C=C/c1ccc2oc3ccccc3c(=O)c2c1,8,1,3,3,4.4,1,2,-0.2,-3,-22
O=Cc1cc(N=Nc2cccc(C(=O)O)c2)ccc1O,4,1,0,1,3.4,5,8,-0.5,5,-10
Cc1ccc(NN2C(=O)C=C(c3ccccc3)C2=O)cc1,4,2,32,14,10.0*,-2,11,0.3,4,-5
Cc1nc(N2CCCCC2)c2c(-c3cccs3)csc2n1,4,-3,4,2,-1.1,-2,-4,0.1,3,-1
# Other compounds follow:
SMILES,ASAP1 GAP inh,rCAG binder,NPR1 activator,NPR2 activator,GAA850 FXN act,HGIII-sPLA2 inh,ARFGAP1 inh,proKLK7 act,DDE Tn6 FP inh,ADAM10 inh
NCCCC[C@H]1CNC(=O)C(=O)N1CCc1cc(C(F)(F)F)cc(C(F)(F)F)c1,8,8,4,6,0.3,7,-9,-0.3,1,-4
CC(=O)Nc1ccc2ccc3cccc4ccc1c2c34,-5,3,-3,-10,3.0,-6,-7,2.8,0,-339
O=C(CCSc1nc(-c2ccco2)cc(C(F)(F)F)n1)NCc1ccccn1,16,-2,1,-1,0.2,-6,10,0.5,6,0
COc1ccc(NC(=O)N2CCN(CCC#N)CC2)cc1,-8,-5,-2,7,0.6,2,-4,0.8,10,3
CCOc1ccc(NC(=O)NCc2cccn2C)cc1,-7,0,-2,3,3.5,-3,5,-0.8,-6,4
COc1ccc(N(CC(=O)N/N=C/c2ccc(N(C)C)cc2)S(=O)(=O)c2ccccc2)cc1,-4,12,-7,6,0.3,14,-1,-4.9,-4,-110
CN(c1ccc(OCC(=O)OCC(=O)NC2CCCC2)cc1)S(=O)(=O)c1ccc2ccccc2c1,5,5,7,-1,-0.8,-20,6,0.2,-1,8
O=C(O)CNC(=O)C12CC3CC(CC(Cl)(C3)C1)C2,1,-4,-2,1,0.8,1,4,0.1,4,-11

# Part of the list above in a different format.
# Values run as follows: ASAP1 GAP inh	rCAG binder	NPR1 activator	NPR2 activator	GAA850 FXN act	HGIII-sPLA2 inh	ARFGAP1 inh	proKLK7 act	DDE Tn6 FP inh	ADAM10 inh
NCCCC[C@H]1CNC(=O)C(=O)N1CCc1cc(C(F)(F)F)cc(C(F)(F)F)c1
  8	8	4	6	0.3	7	-9	-0.3	1	-4
CC(=O)Nc1ccc2ccc3cccc4ccc1c2c34
  -5	3	-3	-10	3.0	-6	-7	2.8	0	-339
O=C(CCSc1nc(-c2ccco2)cc(C(F)(F)F)n1)NCc1ccccn1
  16	-2	1	-1	0.2	-6	10	0.5	6	0
